SRC3 inh = SRC3 coactivator transcriptional activity inhibitors, primary screen, cell-based, luminescence; Nuclear receptor coactivator 3 (Homo sapiens), Q9Y6Q9; HEK293 GAL4-SRC3 luciferase reporter; inhibition, % at 3.6 µM; 360,000 compounds, 0.17% hits;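 active = inhibition above a per-campaign cutoff, the mean of all compounds plus 3 SD, cut at about 60% in these data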;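 note: 0% = DMSO-treated cells and 100% = gossypol-treated cells at 36 µM; higher means less SRC3-driven luciferase light from the GAL4 reporter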
TLR9-MyD88 inh = inhibitors of TLR9-MyD88 association in cells, primary screen, cell-based, CHO, BLA complementation, fluorescence; Toll-like receptor 9 (Homo sapiens) + Myeloid differentiation primary response protein …; CCF4 FRET ratio; inhibition, % at 4.98 µM; 340,000 compounds, 0.21% hits; AID 504734, 2011;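 active = inhibition above the mean over all tested compounds plus 3 SD, cut at about 21% in these data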;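 note: 0% = DMSO only wells and 100% = clavulanate BLA inhibitor control wells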
SRC1 inh = SRC1 coactivator transcriptional activity inhibitors, primary screen, cell-based, luminescence; Nuclear receptor coactivator 1 (Homo sapiens), Q15788; HEK293 GAL4-SRC1 luciferase reporter; inhibition, % at 3.6 µM; AID 588354, 2011; 360,000 compounds, 0.12% hits;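 active = inhibition above the campaign mean plus 3 SD, with each screening campaign given its own cutoff, cut at about 60% in these data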;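 note: 0% = DMSO treated cells and 100% = gossypol at 36 µM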
MC4R ag barr = MC4R agonists recruiting beta-arrestin, primary screen, cell-based, luminescence, agonist arm of biased-ligand search; U2OS MC4R beta-arrestin complementation; percent of melanotan II response, DMSO zero; AID 540308, 2011; activation, % at 8.9 µM; 360,000 compounds, 0.98% hits;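 active = activation above a per-plate cutoff, the mean activation of sample wells on that plate plus 3 SD, cut at about 8% in these data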
Target sequence (P32245 whole entry, looked up): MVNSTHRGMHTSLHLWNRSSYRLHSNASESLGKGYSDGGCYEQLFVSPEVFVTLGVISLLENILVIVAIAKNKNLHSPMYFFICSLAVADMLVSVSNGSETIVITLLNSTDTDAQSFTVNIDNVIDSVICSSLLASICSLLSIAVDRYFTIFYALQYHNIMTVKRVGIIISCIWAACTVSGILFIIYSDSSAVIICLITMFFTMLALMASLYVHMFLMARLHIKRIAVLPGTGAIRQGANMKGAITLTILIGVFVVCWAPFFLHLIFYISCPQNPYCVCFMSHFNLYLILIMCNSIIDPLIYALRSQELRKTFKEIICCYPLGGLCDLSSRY
NR2F2 inh = NR2F2 transcriptional activity inhibitors, primary screen, cell-based, luciferase reporter, HEK293T, luminescence; COUP transcription factor 2 (Homo sapiens), P24468; HEK293T NGFI-A luciferase reporter; inhibition, % at 8.6 µM; 370,000 compounds, 0.7% hits;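 active = inhibition above a per-plate cutoff, mean inhibition of test wells between control levels plus 3 SD, cut at about 38% in these data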;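 note: cells cotransfected with COUP-TFII expression vector driving the NGFI-A reporter; 0% = median of COUP-TF2 test wells and 100% = reporter-only cells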
NOD2 RIPK2 PPI = NOD2-RIPK2 binding disruptors in cells, primary screen, fluorescence, CHO cells, BLA complementation | Receptor-interacting serine/threonine-protein kinase 2 (Homo sapiens), O43353 | CCF4 ratio | inhibition, % at 4.98 µM | 360,000 compounds, 0.38% hits; in the data active = inhibition above about 21%;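 note: 0% = vehicle only and 100% = reference blocker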
Target sequence (O43353 whole entry, looked up): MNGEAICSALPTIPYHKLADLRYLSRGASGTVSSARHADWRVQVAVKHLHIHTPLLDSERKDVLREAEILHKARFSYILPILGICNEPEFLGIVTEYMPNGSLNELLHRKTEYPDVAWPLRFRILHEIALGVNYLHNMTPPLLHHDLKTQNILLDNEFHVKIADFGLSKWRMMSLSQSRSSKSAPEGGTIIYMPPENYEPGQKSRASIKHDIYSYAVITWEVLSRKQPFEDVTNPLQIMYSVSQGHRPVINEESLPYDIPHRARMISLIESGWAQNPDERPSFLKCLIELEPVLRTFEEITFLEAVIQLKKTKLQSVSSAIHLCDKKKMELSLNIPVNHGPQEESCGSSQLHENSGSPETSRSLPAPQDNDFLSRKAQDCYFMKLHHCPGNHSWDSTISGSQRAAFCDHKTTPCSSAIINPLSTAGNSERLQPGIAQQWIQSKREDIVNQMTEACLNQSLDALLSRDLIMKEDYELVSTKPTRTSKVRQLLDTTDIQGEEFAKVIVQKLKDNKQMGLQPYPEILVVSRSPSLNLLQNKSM
ABHD5 PLIN5 PPI = ABHD5-PLIN5 interaction inhibitors, primary screen, cell lysate, split luciferase complementation, luminescence; AID 602281, 2012; inhibition, % at 4 µM; Perilipin-5 (Homo sapiens) + 1-acylglycerol-3-phosphate O-acyltransferase ABHD5 (Homo …; 360,000 compounds, 0.78% hits; Split G. princeps luciferase complementation, 4 h;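 active = inhibition above the mean inhibition across every tested compound plus 3 SD, cut at about 22% in these data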;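 note: 0% = DMSO only wells and the 100% control is not disclosed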
SRC2 inh = inhibition of GAL4-SRC2 driven luciferase reporter, primary screen, SRC2 inhibitor project, cell-based, luminescence; AID 651957, 2012; Nuclear receptor coactivator 2 (Homo sapiens), Q15596; HEK293 GAL4-SRC2 luciferase reporter; inhibition, % at 9 µM; 370,000 compounds, 0.17% hits;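 active = inhibition above the mean inhibition of all tested compounds plus 3 SD, set per campaign, cut at about 52% in these data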;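 note: 0% = DMSO treated cells and 100% = cells given Gossypol at 36 µM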
EBV LMP1 NFkB = EBV LMP1-driven NF-kappaB luciferase reporter inhibitors, primary screen, cell-based, luminescence, single point | LMP1-induced NF-kappaB luciferase reporter cells | inhibition, % at 12.5 µM | 350,000 compounds, 0.69% hits; in the data active = inhibition above about 41%;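 note: 0% = neutral control wells and 100% = reference inhibitor control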
MC4R antag cAMP = MC4R antagonists of cAMP signaling, primary screen, cell-based, TR-FRET, antagonist arm of biased-ligand search; Melanocortin receptor 4 (Homo sapiens), P32245; inhibition, % at 6.5 µM; MC4R-expressing cells, MTII-stimulated cAMP, LANCE TR-FRET; 360,000 compounds, 0.48% hits;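 active = inhibition above its plate's cutoff, the mean of tested wells on that plate plus 3 SD, cut at about 29% in these data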;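 note: 0% = Melanotan II alone and 100% = Melanotan II plus saturating MCL0020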
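Assay system: human MC4R-expressing U2OS cells; reagent: Melanotan II stimulation of cells; dosing: 6.5 µM single dose; timing: compound 30 min, challenge 1 h, detection 1 h; signal: TR-FRET cAMP assay; replicates: one well per compound, no replicates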
NR5A2 inv ag = LRH-1 (NR5A2) inverse agonists, primary screen, cell-based, luminescence, HEK293T, StAR-luciferase reporter; 360,000 compounds, 0.13% hits; inhibition, % at 3.6 µM; LRH-1 transfected, 24 h;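 active = inhibition above the mean inhibition of all tested compounds plus 3 SD, cut at about 73% in these data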;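 note: 0% = DMSO wells and 100% = reporter-only cells lacking LRH-1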
An asterisk follows results filed as active; nt = not tested or not shown. These rows are one share of the data, so the mix of outcomes need not match the whole.

SMILES | SRC3 inh | TLR9-MyD88 inh | SRC1 inh | MC4R ag barr | NR2F2 inh | NOD2 RIPK2 PPI | ABHD5 PLIN5 PPI | SRC2 inh | EBV LMP1 NFkB | MC4R antag cAMP | NR5A2 inv ag
Fc1ccc(-[n+]2nc(Nc3ccccc3)sc2-c2ccc(OCc3ccccc3)cc2)cc1 | -31 | 0 | -24 | -1.1 | 5 | -4 | -2 | 14 | 2 | -1 | -13
CCc1cc(Cn2nc(-c3ccccc3)cc2C(=O)NCc2ccccc2OC)on1 | -68 | 0 | -15 | 0.3 | -17 | -22 | 2 | -14 | 2 | 10 | 1
COc1ccc(Cl)cc1Cn1c(C)c(C(=O)NCc2cccc(Cl)c2)sc1=O | 20 | nt | -2 | 1.7 | 18 | 6 | -8 | 10 | nt | 25 | -34
COc1ccc2nc(SCc3cccnc3)c(C#N)cc2c1 | -10 | 0 | -20 | -1.4 | -18 | 3 | 6 | -14 | -8 | 5 | 3
COc1ccc(CNC(=O)[C@@H](Cc2ccccc2)NC(=O)CC[C@H]2O[C@@H](n3ccc(=O)[nH]c3=O)[C@H](O)[C@@H]2O)cc1 | 5 | nt | 13 | nt | 0 | 0 | -4 | -47 | nt | nt | 10
Cc1ccc(CNC(=O)CN(C)C2=NS(=O)(=O)c3ccccc32)cc1 | 15 | -2 | 0 | -1.0 | -4 | -6 | 3 | 32 | 3 | -2 | 7
OC[C@H]1O[C@@H](Oc2ccc3cc(Br)ccc3c2)[C@H](O)[C@@H](O)[C@H]1O | -4 | -7 | -6 | -2.2 | -3 | 0 | 2 | -21 | 2 | 15 | 11
COc1ccc(C(CCN2CCCC(C)C2)c2c(OC)cc(OC)c3c(-c4ccccc4)cc(=O)oc23)cc1 (stereo unspecified) | -16 | -4 | -5 | 4.0 | 15 | 10 | 16 | 3 | 0 | 1 | 3
CCOc1cc(-c2conc2N)cc(OCC)c1OCC | 9 | -1 | -5 | 0.9 | 2 | -11 | -10 | 4 | 5 | 16 | -12
CCCCOc1ccc(C2/C(=C(/O)c3ccc4c(c3)CC(C)O4)C(=O)C(=O)N2CCCN2CCOCC2)cc1OC (stereo unspecified) | 24 | -6 | -20 | -2.2 | 23 | -3 | 4 | -9 | 8 | -3 | 17
CC(C)[C@@H](C(=O)N1CCN(Cc2ccc3c(c2)OCO3)CC1)n1nnc2ccccc2c1=O | 25 | -5 | -10 | -1.7 | 16 | -10 | 2 | -18 | -4 | 1 | 6
O=C(N/N=C/c1ccc(O)cc1)c1cncc(Br)c1 | -1 | -4 | -19 | 0.1 | 0 | -10 | 4 | 19 | 6 | 0 | -8
CC(=O)Nc1ccc(Sc2ccc([N+](=O)[O-])o2)cc1 | -56 | 7 | -85 | -2.0 | 9 | 29* | 11 | -13 | -100 | 26 | -86
CCCCCOP(=O)(OCCCCC)C1(NS(=O)(=O)c2ccccc2)C=CC(=O)c2ccccc21 (stereo unspecified) | 14 | 14 | 6 | -0.4 | 16 | 4 | 0 | -9 | 4 | 0 | 22
CCc1ccccc1NC(=O)CN1CCN(C(=O)C2CCN(C(=O)/C=C/c3ccccc3)CC2)CC1 | -19 | 2 | -2 | -0.6 | 16 | -8 | -2 | -5 | 10 | 3 | 19
CCCCOc1ccccc1C1C(C(=O)OC)=C(C)N(C)C(C)=C1C(=O)OC | 9 | -12 | -28 | 3.5 | 28 | 12 | 0 | 17 | 4 | 15 | 22
COCCOC(=O)C1=C(C)N=C2SCCC(=O)N2C1c1cccc(Br)c1 (stereo unspecified) | 5 | 1 | 8 | 1.4 | 13 | 2 | 5 | -17 | 2 | -1 | -5
CC(C)(C)NC(=O)C1CCN(S(=O)(=O)c2ccc(Br)cc2)CC1 | 13 | -5 | 4 | 0.4 | -24 | -5 | 2 | 4 | 1 | 4 | 1
CCOC(=O)C1=C(C)Nc2nc(C)nn2C1c1ccc(OCC)c(OC)c1 (stereo unspecified) | 9 | -5 | -9 | -0.1 | 1 | -14 | -3 | 0 | 2 | 1 | -19
COc1ccc(NC(=O)CC(C)C)c(OC)c1 | 6 | -8 | -25 | -0.8 | 6 | -10 | -4 | 1 | -2 | 2 | 6
Cc1ccccc1Cn1c(CN2CCc3ccccc3C2)nc2c1c(=O)n(C)c(=O)n2C | -2 | 1 | -3 | -0.2 | -6 | -9 | 0 | -15 | 7 | 7 | 4
CC(O)C(C(=O)OCc1ccc([N+](=O)[O-])cc1)N1C(=O)c2ccccc2C1=O (stereo unspecified) | 11 | -2 | -7 | 1.4 | 8 | -3 | 6 | 11 | 5 | 21 | 15
Cc1nn(Cc2ccccc2)c(C)c1C(=O)N1CCN(CC(=O)Nc2ccccc2Cl)CC1 | 20 | -13 | -16 | -1.5 | 3 | -6 | 0 | 0 | 5 | 2 | 0
Cc1cc(C)c(NC(=S)N(CCc2ccncc2)C(C)C)c(C)c1 | 16 | -5 | 8 | -1.6 | -8 | -6 | -1 | -14 | -7 | 11 | 12
O=C(c1cc2ccccc2c(=O)o1)N1CCCCCC1 | -43 | -5 | -25 | -2.3 | -18 | 1 | 2 | -9 | -8 | -3 | -1
The list goes on:
SMILES | SRC3 inh | TLR9-MyD88 inh | SRC1 inh | MC4R ag barr | NR2F2 inh | NOD2 RIPK2 PPI | ABHD5 PLIN5 PPI | SRC2 inh | EBV LMP1 NFkB | MC4R antag cAMP | NR5A2 inv ag
O=C1CC(=O)Nc2cc(S(=O)(=O)Nc3ccc(Cl)c(C(F)(F)F)c3)ccc2N1 | -2 | -14 | 24 | -3.1 | 10 | 3 | 7 | 5 | 2 | 3 | -2
COc1ccc(Cc2ccccc2C(=O)O)cc1 | 12 | -9 | -9 | 1.1 | 11 | 5 | 4 | -16 | -51 | 5 | -8
Cc1ccc(C(=O)NNC(=O)CSc2nnc3ccccn23)cc1 | 2 | 0 | -4 | -2.2 | 7 | -10 | 1 | 8 | -4 | 12 | -15
C[N+]1(CCN2C(=O)C3CC=C(Cl)CC3C2=O)CCOCC1 (stereo unspecified) | 17 | -2 | -11 | -1.3 | 13 | -6 | -2 | 8 | 2 | 4 | 5
COc1ccc(N2CC(O)=C(c3n(C)c4ccccc4[n+]3C)C2=N)cc1 | 21 | -9 | -3 | 0.2 | -1 | -4 | 2 | -1 | 0 | 15 | -6
CCOC(=O)c1c(NC(=O)C(=O)N/N=C/c2ccc(O)c(OC)c2)sc2c1CCCCC2 | 19 | -10 | -23 | 3.5 | 10 | -3 | -1 | -23 | -3 | 23 | -8
Nc1nc(N)c2c(ccc3c2ccn3Cc2cccc([N+](=O)[O-])c2)n1 | 64* | nt | 65* | nt | -10 | -1 | 4 | 23 | nt | nt | 55
O=C(Nc1cccc(-c2cccc(F)c2)c1)C1CCN(Cc2ccco2)CC1 | 2 | -4 | -8 | -4.6 | -3 | -12 | -3 | 20 | 1 | 6 | 34
CSCCC(NC(=O)c1ccco1)C(=O)N1CCN(c2ccccc2O)CC1 (stereo unspecified) | -18 | 9 | -5 | -1.5 | 5 | 0 | 0 | 9 | -9 | 2 | -10
C(=C\c1nc(-c2ccccc2)no1)/c1ccccc1 | -66 | -7 | -118 | 0.0 | -42 | 4 | -6 | -30 | -31 | 7 | -186
COc1ccc(NC(=O)c2cc3c(Cl)nc4ccccc4c3s2)cc1OC | 2 | -7 | -24 | 11* | 13 | -15 | 3 | -19 | 33 | 5 | 3
COc1ccc(OC)c2[nH]c(=O)c(CCNS(=O)(=O)c3ccc(F)cc3)cc12 | -22 | -10 | 1 | 2.8 | 22 | -5 | -10 | 1 | 2 | 33* | 5
NCCc1nnc(SCC(=O)Nc2ccc(Br)cc2)o1 | 3 | 13 | -7 | -2.0 | 4 | -9 | -1 | 18 | -2 | -6 | 9
C=CCNC(=O)c1onc(CSc2ccc(Cl)cc2)c1C(=O)O | 6 | -9 | -4 | 0.0 | -1 | -5 | -4 | 8 | 2 | 0 | 9
O=c1ccc(-c2nc3ccccc3n2Cc2ccc(Cl)cc2)c[nH]1 | 9 | 3 | 2 | -0.2 | -15 | -3 | -2 | -12 | 6 | -6 | 10
CCOc1[nH]n(-c2ccccc2)c(=O)c1C=NCC(=O)OC | -18 | -3 | 3 | 0.1 | 14 | -2 | 1 | -3 | -5 | 11 | -6
CN(Cc1ccccc1C(F)(F)F)C(=O)C1CCC(=O)N(CC2CCCCC2)C1 (stereo unspecified) | -15 | 6 | -5 | 1.3 | -8 | 2 | 5 | 2 | -1 | 17 | -4

Quoted at random: 2 records from the list.
SMILES | SRC3 inh | TLR9-MyD88 inh | SRC1 inh | MC4R ag barr | NR2F2 inh | NOD2 RIPK2 PPI | ABHD5 PLIN5 PPI | SRC2 inh | EBV LMP1 NFkB | MC4R antag cAMP | NR5A2 inv ag
C=CCNC(=O)c1onc(CSc2ccc(Cl)cc2)c1C(=O)O | 6 | -9 | -4 | 0.0 | -1 | -5 | -4 | 8 | 2 | 0 | 9
CCOc1[nH]n(-c2ccccc2)c(=O)c1C=NCC(=O)OC | -18 | -3 | 3 | 0.1 | 14 | -2 | 1 | -3 | -5 | 11 | -6

Some entries already given with just ABHD5 PLIN5 PPI and SRC3 inh:
smiles | ABHD5 PLIN5 PPI | SRC3 inh
C=CCNC(=O)c1onc(CSc2ccc(Cl)cc2)c1C(=O)O | -4 | 6
O=c1ccc(-c2nc3ccccc3n2Cc2ccc(Cl)cc2)c[nH]1 | -2 | 9

Screening results as filed in PubChem BioAssay.
